RAD52 inh – RAD52 DNA annealing inhibitors, primary screen, biochemical, FRET, single point, set 2 | recombinant RAD52 DNA annealing, FRET fluorescence | inhibition, % at 18.7 µM | hit rate 0.46% among 360,000;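 active means every replicate showing at least 50% inhibition; inconclusive means mean inhibition at least 50% but not in every replicate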
Target sequence (P43351 whole entry, looked up): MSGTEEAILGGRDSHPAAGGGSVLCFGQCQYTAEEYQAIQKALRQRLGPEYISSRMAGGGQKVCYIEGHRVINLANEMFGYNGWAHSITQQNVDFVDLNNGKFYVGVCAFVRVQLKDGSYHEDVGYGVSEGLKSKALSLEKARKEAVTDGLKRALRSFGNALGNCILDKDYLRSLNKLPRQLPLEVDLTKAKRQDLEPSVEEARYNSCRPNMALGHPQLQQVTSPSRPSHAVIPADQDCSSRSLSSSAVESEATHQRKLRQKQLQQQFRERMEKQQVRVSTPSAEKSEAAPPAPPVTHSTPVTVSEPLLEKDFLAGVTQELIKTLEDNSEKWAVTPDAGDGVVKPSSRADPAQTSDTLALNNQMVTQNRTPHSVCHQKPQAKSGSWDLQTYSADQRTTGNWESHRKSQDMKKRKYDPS
DENV2 CPE – inhibitors of DENV2 cytopathic effect, primary screen, cell-based, plate reader, single concentration. DENV2-infected cells, cytopathic effect rescue. CPE inhibition, % at 9.99 µM. hit rate 1.7% among 350,000; in the data active means CPE inhibition above about 20%, passing the limit was not always enough; inconclusive means no clear call, values can overlap the other calls; tested in BHK-21 cells;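 further: 0% = median of neutral control wells and 100% = median of positive control wells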
F508del corr – F508del CFTR correction, initial screen, CFBE line, single point | hit rate 0.36% among 350,000 | activity (quench increase), % at 7.58 µM | CFBE cells, YFP halide quenching; stimulated with forskolin plus potentiator P3; % fluorescence drop versus neutral controls;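 active means mean added fluorescence quench of at least 8% versus neutral control, with both replicates also reaching 8%; inconclusive means only one of the mean or replicate conditions met; inactive means mean below 8% and not both replicates reaching 8%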;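 further: cells transiently co-express mutant CFTR-F508del with the halide-sensitive YFP; corrector assay measuring rescue of mutant channel to the surface after 24 h compound exposure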
E-sel inducer – E-selectin induction in HUVECs, primary screen, imaging, HUVEC, immunofluorescence imaging, single point; hit rate 0.37% among 260,000; activation, % at 7.58 µM; P16581; AID 686992, 2013; normalized: neutral wells 0, TNF-alpha wells 100;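 active means mean E-selectin-positive cell signal at least 10% of the positive control, reached in at least 60% of replicates, without over 20% cell loss; inconclusive means no rule given, readout overlaps actives, possibly toxicity-flagged; inactive means the rest, including those meeting only one limit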;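 further: in these data hits start at about 27%; measured in HUVEC primary endothelial cells; signal is the percent of cells scored E-selectin positive by PE staining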
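Assay system: HUVEC, human umbilical vein endothelial cells / Amount: 3,000 HUVEC/well / Controls: TNF-alpha positive control, DMSO neutral control / Compound dosing: single concentration / Medium: EGM-2 over gelatin coat / Evaluation: percent E-selectin-positive cells / Signal: immunofluorescence imaging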
GSIS activator – GLuc luminescence reporter in INS-1E cells, primary screen for activators of glucose-dependent secretion of insulin; INS-1E GLuc reporter insulin secretion, 2-3 h; activation, % at 16.6 µM; hit rate 0.61% among 370,000;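 active means lowest replicate activation of at least 40%, so every replicate reaches that level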;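 further: 0% = median of neutral control wells and 100% = median of IBMX positive control wells; some compounds called inactive have numbers as strong as hits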
Xi reactivation – activators of inactive X chromosome reactivation, primary screen, imaging, XiGFP fibroblasts, GFP high-content imaging, set 2; XiGFP mouse fibroblasts, % GFP-positive cells imaging, 3 d; cells co-treated with 5-aza-dC sensitizer; scaled so ellipticine positive control = 100%; activation, % at 7.58 µM; hit rate 0.055% among 360,000;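 active means mean normalized replicate activation at least 10% and every replicate at or above 10%; inconclusive means only one of the two criteria met; inactive means mean below 10% and not all replicates reach 10%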;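 further: 0% = median of on-plate neutral control wells and 100% = ellipticine 6 µM median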
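Schedule: 3 d treatment, 15 min room-temperature fixation; system: 68-5-11 XiGFP fibroblast line; buffer or medium: DMEM plus 5-aza-dC sensitizer; control set: ellipticine 6 µM positive control; compound: one concentration, pinned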
CASP6 VEID inh – human caspase-6 inhibitors, primary screen, biochemical, VEID-R110 fluorescence, single point, set 2; hit rate 0.53% among 350,000; inhibition, % at 12.5 µM; purified caspase-6, Z-VEID-R110 cleavage fluorescence;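 active means mean inhibition across replicates at least about 35%, with every replicate also reaching that limit, limit read from the data; inconclusive means only one of the two criteria met; inactive means neither criterion met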;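 further: 0% = median of neutral control wells and 100% = no fluorescence left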
Target sequence (P55212 24-179 limits assumed): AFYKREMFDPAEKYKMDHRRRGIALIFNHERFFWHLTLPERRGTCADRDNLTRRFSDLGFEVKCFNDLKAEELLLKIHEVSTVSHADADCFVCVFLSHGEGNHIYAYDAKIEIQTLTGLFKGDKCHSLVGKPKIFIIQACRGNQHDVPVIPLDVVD
Target sequence (P55212 194-293 limits assumed): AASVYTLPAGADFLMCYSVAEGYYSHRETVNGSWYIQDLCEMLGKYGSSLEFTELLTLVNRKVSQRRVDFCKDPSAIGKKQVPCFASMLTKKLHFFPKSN
RAD54 branch – inhibitors of human RAD54 branch migration, primary screen, biochemical, fluorescence, single point | RAD54 Holliday junction branch migration, FAM/BHQ fluorescence | inhibition, % at 10.4 µM | hit rate 0.14% among 360,000 | AID 602329, 2012;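 active means mean normalized replicate activity at least 40 and at least half of replicates scoring 40 or more; inconclusive means only one of the two criteria met; inactive means mean below 40 and under half of replicates reaching 40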;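 further: 0% = median of neutral control wells and 100% = median of positive control wells; inhibitors cause a drop in the FAM fluorescence signal; in these data hits start at about 50%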
* hit, by the source's call; ? = inconclusive; nt = no result given; & = joins results of further samples. Rows are unselected; any-hit rate near 3.7%.

SMILES | RAD52 inh | DENV2 CPE | F508del corr | E-sel inducer | GSIS activator | Xi reactivation | CASP6 VEID inh | RAD54 branch
CC1=CC(C)(C)Nc2ccc(OC(=O)CN3C(=O)c4ccccc4C3=O)cc21 | 2 | -1 | nt | nt | nt | 1.9 | -1 | nt
CC1COc2ccccc2N1C(=O)c1cccnc1Cl (stereo not given) | -13 | 13 | -0.8 | -0.1 | 17 | 0.4 | -2 | 7
O=C(Nc1cccc(F)c1)NC1CCCc2ccccc21 (stereo not given) | 4 | ? | -0.5 | nt | -11 | 0.0 | 8 | 0
CCN(c1ccccc1)S(=O)(=O)c1cc(C(=O)NCc2ccccn2)ccc1C | -16 | 8 | 2.6 | nt | -26 | 0.1 | -46 | 4
C[C@@H]1CCCCO[C@H](CN(C)S(=O)(=O)c2ccccc2)[C@@H](C)CN([C@H](C)CO)C(=O)c2cc(NS(=O)(=O)c3cccs3)ccc2O1 | -5 | nt | -1.0 | nt | 26 | -0.1 | -4 | -4
Cc1ccccc1NC(=O)c1ccc(S(=O)(=O)N2CCCC2)cc1 | -17 | 1 | 1.5 | nt | 0 | -0.1 | 4 | -1
Cc1cccc(OCC(=O)Nc2ccccc2C(F)(F)F)c1 | -7 | -9 | 0.4 | nt | 17 | 0.0 | -5 | nt
CCCCn1c(N)c(N(CCOC)C(=O)COC(=O)COc2c(C)cc(C)cc2C)c(=O)[nH]c1=O | -9 | 9 | -3.4 | -0.2 | 5 | 0.3 | -1 | -4
ClCCN1C2=NCCCN2c2ccccc21 | -1 | -1 | 1.0 | 2.2 | 1 | 0.2 | -3 | nt
C=CCn1cc(Cl)cc(C(=O)Nc2ccccc2)c1=O | -4 | -3 | 1.5 | nt | 98* | 0.0 | 1 | -5
FC(F)(F)c1ccccc1NC(=S)NN=C1CCCCCC1 | -17 | 9 | -0.6 | nt | -7 | 0.1 | 12 | nt
COC(=O)c1cc(S(=O)(=O)NCC(C)c2ccccc2)cn1C (stereo not given) | 2 | -9 | 1.4 | nt | -7 | 0.2 | 1 | 3
CCc1ccc(C(O)(C(C)C)C(CN2CCOCC2)c2ccccc2)cc1 (stereo not given) | -16 | 3 | 2.2 | -0.2 | 22 | 0.5 | -1 | -8
COc1ccccc1S(=O)(=O)N[C@H]1CC[C@H](CCNC(=O)C2CCC2)O[C@@H]1CO | 15 | -1 | 0.3 | -0.1 | 10 | -0.5 | 1 | 5
O=C(NCC[C@H]1CC[C@@H](NC(=O)C2CC2)[C@@H](CO)O1)Nc1ccc(Cl)cc1 | 12 | 2 | 1.0 | -0.2 | 7 | -0.2 | -1 | 1
COc1ccc(N2CCN(C(=O)c3[nH]c4ccc(OC)cc4c3C)CC2)cc1 | -12 | 4 | -3.7 | nt | 9 | 0.0 | 7 | -8
NS(=O)(=O)c1ccc(F)c(C(=O)O)c1 | -7 | -2 | 2.3 | nt | -13 | 0.0 | -8 | 10
COc1ccc(CCNC(=O)CCn2c(=O)c3cccn3c3ccc(F)cc32)c(OC)c1OC | -10 | 7 | 1.9 | nt | 23 | 0.0 | -1 | 3
COC(=O)C1CN(C(=O)c2cccc(OC(F)F)c2)c2ccccc2O1 (stereo not given) | -29 | 4 | -0.6 | 0.4 | 12 | 0.0 | -1 | -2
C[C@H](CO)N1C[C@H](C)[C@@H](CN(C)Cc2ccccn2)Oc2ncc(C3=CCCCC3)cc2C1=O | nt | nt | 0.5 | 0.6 | 3 | -0.1 | nt | 2
CCC(=O)N1C[C@H](C)[C@H](OC)CN(C)C(=O)c2ccc(NC(=O)c3ccccc3)cc2OC[C@@H]1C | 0 | 3 | 0.9 | 0.3 | 8 | 0.3 | 2 | 4
COC(=O)[C@@H]1[C@@H](CO)[C@@H]2Cn3c(ccc(-c4ccccc4OC)c3=O)[C@@H]2N1CC1CCOCC1 | 0 | 5 | -0.9 | 0.2 | 8 | -0.1 | -1 | -2
Cn1c(CC(=O)NNC(=O)c2cccnc2)nc2ccccc21 | -25 | -2 | -3.2 | 8.5 | 3 | 0.1 | -2 | 3
Cc1ccc(NC(=O)C2=NNC(=O)CC2)cc1S(=O)(=O)Nc1ccc(SC(F)F)cc1 | -13 | 13 | 1.7 | nt | -28 | 0.4 | 4 | 0

Another view of 2 compounds above:
structure: COC(=O)[C@@H]1[C@@H](CO)[C@@H]2Cn3c(ccc(-c4ccccc4OC)c3=O)[C@@H]2N1CC1CCOCC1
  RAD52 inh: 0
  DENV2 CPE: 5
  F508del corr: -0.9
  E-sel inducer: 0.2
  GSIS activator: 8
  Xi reactivation: -0.1
  CASP6 VEID inh: -1
  RAD54 branch: -2
structure: CCC(=O)N1C[C@H](C)[C@H](OC)CN(C)C(=O)c2ccc(NC(=O)c3ccccc3)cc2OC[C@@H]1C
  RAD52 inh: 0
  DENV2 CPE: 3
  F508del corr: 0.9
  E-sel inducer: 0.3
  GSIS activator: 8
  Xi reactivation: 0.3
  CASP6 VEID inh: 2
  RAD54 branch: 4

Later entries.
SMILES | RAD52 inh | DENV2 CPE | F508del corr | E-sel inducer | GSIS activator | Xi reactivation | CASP6 VEID inh | RAD54 branch
CC(C)CNC(=O)c1ccccc1NC(=O)c1ccccc1N(C)S(=O)(=O)c1ccccc1 | -12 | 12 | 1.7 | -2.0 | -37 | 0.1 | -2 | 0
Cc1ccccc1S(=O)(=O)NCC[C@@H]1CC[C@@H](NC(=O)C2CCOCC2)[C@H](CO)O1 | -1 | 0 | -0.3 | -0.1 | 5 | 0.3 | -1 | 7
COCC(=O)Nc1ccc2c(c1)[C@@H]1C[C@H](CC(=O)NCc3cccnc3)O[C@H](CO)[C@@H]1O2 | -5 | -3 | -1.1 | 0.1 | 12 | 0.1 | 0 | 1
CCCC(C)C(=O)Nc1ccc(S(=O)(=O)N2CCCC2)cc1 (stereo not given) | -13 | 0 | -3.3 | nt | -4 | 0.0 | 0 | 1
Cc1noc(C)c1S(=O)(=O)Nc1ccc2c(c1)C(=O)N([C@H](C)CO)C[C@@H](C)[C@H](CN(C)C(=O)Nc1ccc(C(F)(F)F)cc1)OCCCC[C@@H](C)O2 | -42 | ? | 0.0 | 0.1 | 2 | -1.0 | 0 | -3
CCOC(=O)N1CCN(C(=O)CN2C(=O)COc3ccc(S(=O)(=O)N4CCOCC4)cc32)CC1 | -2 | 1 | -2.8 | nt | 31 | 0.2 | 4 | 1
O=C(O)CSc1c2c(nc3cc(C(=O)NCCN4CCOCC4)ccc13)CCC2 | -25 | 3 | -2.9 | -0.1 | 22 | 1.0 | -3 | nt
COc1ccc2c3c(n(C)c2c1)[C@@H](CO)N(Cc1ccccc1OC)CC31CN(CC2CCOCC2)C1 | nt | ? | 3.6 | -0.6 | 10 | 0.3 | nt | nt
COC(=O)c1sc(N2CCCCC2)c(C#N)c1N | -9 | -1 | 2.4 | -0.1 | -1 | 0.5 | 0 | nt
Cc1cc(C)c2c(CN3CCC(C)CC3)cc(=O)oc2c1C | -18 | -1 | 0.3 | 0.0 | -2 | 0.2 | 1 | -1
CC1(C)NC(=O)N(CC(=O)NNC(=O)c2ccccc2F)C1=O | 3 | 4 | -1.8 | nt | -2 | 0.5 | 1 | -10
CC(C)NC(=O)N(C)C[C@H]1OCCCC[C@H](C)Oc2ccc(NC(=O)Cc3ccccc3)cc2C(=O)N([C@@H](C)CO)C[C@@H]1C | 4 | -4 | -1.7 | -0.3 | -8 | 0.1 | -2 | 0
CCN1[C@@H]2c3ccc(-c4ccncc4)c(=O)n3C[C@@H]2[C@@H](CO)[C@@H]1C(=O)Nc1ccccc1 | -15 | 14 | -0.9 | -0.3 | 3 | 0.0 | -2 | 4
CC(C)c1cn(CC[C@@H]2CC[C@@H](NC(=O)C3CCOCC3)[C@H](CO)O2)nn1 | -3 | -10 | 2.7 | 0.9 | 11 | 1.3 | 2 | nt
CN(C(=O)C1CCCO1)C1CCS(=O)(=O)C1 (stereo not given) | -8 | 4 | 1.0 | nt | 2 | 0.3 | 1 | nt
CCOc1ccc(Nc2nc(NCC3CCCO3)c3ccccc3n2)cc1 (stereo not given) | 10 | -2 | -1.7 | 0.8 | -10 | 0.0 | nt | nt
C[C@H]1CN([C@@H](C)CO)S(=O)(=O)c2ccc(-c3ccncc3)cc2O[C@H]1CN(C)Cc1ccncc1 | nt | nt | 0.9 | -0.1 | -3 | -0.9 | nt | nt
CC(C)NC(=O)N(C)C[C@@H]1OCCCC[C@H](C)Oc2ccc(N(C)C)cc2C(=O)N([C@@H](C)CO)C[C@H]1C | -17 | -6 | -2.9 | nt | nt | nt | 12 | -3
CC(=O)n1cc([C@@H]2C=C(C(=O)N3CCN(Cc4ccccc4)CC3)O[C@H](OCc3ccc(CO)cc3)C2)c2ccccc21 | -140&-29 | -12&-7 | 4.1&2.9 | -0.1 | -38 | 0.0 | -2&0 | -8
COc1ccc(NC(=O)C2(C)CCN2C(=O)CC2CCCC2)cc1OC (stereo not given) | -3 | -9 | 4.2 | -0.1 | 17 | 0.0 | 0 | 5
Cc1cc(C)c(C(O)c2ncc(-c3cccc4ccccc34)[nH]2)c(C)c1 (stereo not given) | 24 | 11 | -1.9 | 0.0 | -13 | 0.1 | 1 | 11
CC12CC3CC(C)(C1)CC(C(=O)NCc1ccco1)(C3)C2 | -15 | 4 | -2.1 | nt | -42 | 0.0 | 0 | nt
CC1CCN(C(=O)CCNC(=O)c2ccccc2)CC1 | -16 | 3 | -3.8 | 0.0 | 4 | 0.5 | 0 | -9
COc1ccccc1C(=O)Nc1nnc(S(=O)(=O)N2CCC(C)CC2)s1 | -5 | 18 | 2.6 | -0.1 | -6 | 0.3 | 2 | 2
N#Cc1sc2nc(C3CC3)cc(-c3ccccc3)c2c1N | -7 | -4 | nt | -1.2 | 49* | -0.1 | -1 | -5
O=C(NCc1nnnn1-c1cccc(F)c1)c1ccc(S(=O)(=O)N2CCOCC2)cc1 | 2 | 2 | 0.5 | -1.1 | 3 | -0.1 | 4 | 1
COCCCN(C(=O)c1ccccc1)c1nc(-c2ccc(OC)cc2)cs1 | -7 | 1 | -6.1 | nt | -1 | 0.0 | -1 | 1
CC(C)(C)/C(COc1ccccc1[N+](=O)[O-])=N/O | 3 | -1 | -0.9 | nt | 0 | 0.0 | 1 | 0
CCc1nc2c(OCC3CCCCC3)cccn2c1N(C)C(=O)c1ccc(OC)cc1 | -24 | -5 | 2.3 | 0.0 | -5 | -0.1 | 2 | -4
CCOC(=O)C1(CC2CCCCO2)CCN(C(=O)Nc2ccccc2)CC1 (stereo not given) | -5 | 6 | -0.1 | 25 | 2 | 0.0 | 0 | -2
CCCCN(CC)CCCNC(=O)c1cn(CC(C)C)c(=O)c2c1c1ccccc1n2C | 1 | 2 | -0.5 | -0.1 | -11 | -0.1 | -11 | -1
CCCn1cc(SCC(N)=O)c2ccccc21 | 1 | 8 | -3.4 | 0.1 | nt | 0.0 | 1 | -2
CCCN1[C@@H]2Cn3c(ccc(-c4ccccc4)c3=O)[C@H]1[C@@H](C(=O)N1CCCCC1)[C@@H]2CO | -15 | -2 | nt | 0.1 | 0 | 0.6 | 0 | 2

Compound activity deposited in PubChem BioAssay by Broad Institute.
